Assay outcomes from PubChem.
IDE cell inh – inhibitors of human insulin-degrading enzyme in cells. P14735. HEK cells, FAbetaB cleavage, fluorescence polarization. inhibition, % at 5.59 µM. actives 0.41% (n = 320,000). AID 434962;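 active = percent inhibition above the average of all tested compounds plus 3 SD, set per screening campaign, cut at about 16% in these data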;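 also: IDE supplied by intact live HEK cells; FP after avidin binding of uncleaved biotin substrate so inhibition keeps polarization high; 0% = DMSO wells and 100% = 60 µM reference IDE inhibitor Ii1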
GalR3 antagonist – human GalR3 antagonism; HEK293 GalR3-CNG cAMP membrane potential fluorescence; galR3 body fused to GalR1 C-terminus; AID 651719; O60755; actives 0.44% (n = 360,000); inhibition, % at 3 µM;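 active = inhibition above the screen-wide average plus 3 SD, cut at about 13% in these data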;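 also: forskolin and galanin both at EC90 stimulate the cells; cAMP rise reported by CNG channel membrane potential dye signal; 0% = forskolin plus galanin with DMSO and 100% = forskolin alone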
IDE cell activ – IDE (human) activation, cell-based; P14735; HEK cells, FAbeta-B cleavage, fluorescence polarization; 0% vehicle, 100% cell-free pure enzyme wells; activation, % at 5.96 µM; actives 0.073% (n = 340,000); AID 493087;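 active = activation above the mean of all tested compounds plus 3 SD, set per screening campaign, cut at about 17% in these data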
PHOSPHO1 block – PHOSPHO1 (human) inhibition; Q8TCT1; recombinant PHOSPHO1, absorbance phosphatase assay; inhibition, % at 13.3 µM; actives 1.1% (n = 290,000); in the data active = inhibition above about 60%
CRFR2-BP ag – agonists of human CRF-binding protein/CRF-R2 receptor complex. HEK293 CRF-R2/CRF-BP, calcium dye fluorescence (FLIPR); percent of saturating CRF peptide response. activation, % at 13.2 µM. actives 0.46% (n = 350,000). AID 588473;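 active = activation of at least 50%, plus an integration ratio under a set limit after plate pattern correction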;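 also: plate controls were neutral control wells without compound for no effect and CRF at EC100 for full effect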
M4 PAM – positive allosteric modulators of human muscarinic M4 receptor; AID 624126; P08173; activation, % at 3 µM; actives 0.4% (n = 360,000); CHO-K1 hM4/Gqi5, Fluo-8 calcium fluorescence, ACh EC20; 0% = ACh EC20, 100% = maximal ACh;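 active = activation above its plate's cutoff, the mean activation of sample wells plus 3 SD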; also: some results filed as inactive read as strong as hits
pCIP destab – compounds decreasing mouse p/CIP protein stability. Q05BA5. F442A p/CIP-EGFP cells, EGFP fluorescence, 16 h. decrease of EGFP signal, % at 10 µM. actives 0.01% (n = 290,000). AID 1984;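 active = EGFP signal decrease of at least 30% at 10 µM or well 3 SD below plate mean, unless failing retest; inactive = the rest, including hits failing retest or dose response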; also: some compounds called inactive have numbers as strong as hits; many of its hits are not listed in these tables
Target sequence (Q05BA5 1-1403): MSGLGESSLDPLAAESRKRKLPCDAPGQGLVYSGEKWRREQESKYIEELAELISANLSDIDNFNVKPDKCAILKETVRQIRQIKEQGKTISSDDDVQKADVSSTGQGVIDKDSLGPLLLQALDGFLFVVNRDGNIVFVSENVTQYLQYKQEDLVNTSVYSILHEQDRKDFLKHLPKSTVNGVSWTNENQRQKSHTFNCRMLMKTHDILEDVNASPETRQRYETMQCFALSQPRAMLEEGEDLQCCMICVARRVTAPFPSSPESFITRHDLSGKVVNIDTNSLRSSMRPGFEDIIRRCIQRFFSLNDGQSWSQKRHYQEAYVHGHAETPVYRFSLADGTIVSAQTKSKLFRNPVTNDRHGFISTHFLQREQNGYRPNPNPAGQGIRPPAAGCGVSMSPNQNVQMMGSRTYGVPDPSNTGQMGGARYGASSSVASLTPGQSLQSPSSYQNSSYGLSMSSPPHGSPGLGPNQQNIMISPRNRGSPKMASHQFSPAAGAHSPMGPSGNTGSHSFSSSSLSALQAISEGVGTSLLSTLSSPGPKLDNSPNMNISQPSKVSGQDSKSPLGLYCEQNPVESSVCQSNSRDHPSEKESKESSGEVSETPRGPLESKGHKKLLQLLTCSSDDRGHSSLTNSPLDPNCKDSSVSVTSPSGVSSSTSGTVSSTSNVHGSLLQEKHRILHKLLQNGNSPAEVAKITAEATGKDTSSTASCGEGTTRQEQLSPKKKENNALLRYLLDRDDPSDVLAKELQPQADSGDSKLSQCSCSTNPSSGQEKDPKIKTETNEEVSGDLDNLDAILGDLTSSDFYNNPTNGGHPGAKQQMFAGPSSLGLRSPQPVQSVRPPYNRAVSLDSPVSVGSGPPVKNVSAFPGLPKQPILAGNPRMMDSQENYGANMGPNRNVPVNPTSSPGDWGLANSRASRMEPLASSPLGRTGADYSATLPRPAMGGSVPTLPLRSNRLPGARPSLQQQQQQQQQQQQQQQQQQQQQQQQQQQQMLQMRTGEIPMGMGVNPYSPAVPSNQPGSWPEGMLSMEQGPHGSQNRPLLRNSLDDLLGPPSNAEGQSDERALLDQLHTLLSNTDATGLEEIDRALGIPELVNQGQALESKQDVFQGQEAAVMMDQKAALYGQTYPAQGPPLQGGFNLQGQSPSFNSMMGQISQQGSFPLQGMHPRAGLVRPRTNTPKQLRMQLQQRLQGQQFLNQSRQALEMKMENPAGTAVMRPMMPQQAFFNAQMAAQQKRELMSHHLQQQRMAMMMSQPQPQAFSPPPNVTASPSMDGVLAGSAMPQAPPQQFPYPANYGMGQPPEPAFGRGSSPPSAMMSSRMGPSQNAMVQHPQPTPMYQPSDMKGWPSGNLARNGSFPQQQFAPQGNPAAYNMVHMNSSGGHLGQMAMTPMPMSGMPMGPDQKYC
CRFBP-R2 block – blocks CRF-induced signaling of the CRF-BP/CRF-R2 complex; inhibition, % at 11.8 µM; actives 0.59% (n = 350,000); HEK293 CRF-R2/CRF-BP, CRF-induced calcium fluorescence; AID 588475;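 active = inhibition of the ligand-induced calcium signal above about 50% at the single tested concentration, limit read from the data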
MEKK3 PB1 HTS – modulators (inhibitors or enhancers) of MEK5 binding to human MEKK3 PB1 domain. Q99759. bead-based flow cytometry, Alexa488-MEK5 binding to MEKK3; actives lie on both sides; 0 = blocked by unlabeled MEK5, 100 = vehicle. binding response (% of control), % at 10 µM. actives 1.4% (n = 290,000). AID 1529;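 active = binding response more than 3 SD above or below the average of its plate-row segment, actives on both sides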;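 also: Alexa488 bead fluorescence after subtracting the streptavidin-only scavenger bead signal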
* marks the source's active call; other numbers are inactive results; / = not tested or not shown; [ ] = another dose, or the depositor's remark.

IDE cell inh	GalR3 antagonist	IDE cell activ	PHOSPHO1 block	CRFR2-BP ag	M4 PAM	pCIP destab	CRFBP-R2 block	MEKK3 PB1 HTS	Molecule
0.0	4.7	3.9	34.2	-1.0	5.0	-6.1	14.7	101.0	CN(C)c1ccc(P(=O)(OCc2ccccc2)C(O)c2ccc(Cl)cc2)cc1 (stereo unspecified)
/	-1.1	2.5	/	-0.9	4.6	/	-0.6	/	CC(=O)Nc1ccc(NC(=O)C(C)OC(=O)CN2C(=O)C3CCCCC3C2=O)cc1 (stereo unspecified)
-1.3	-0.6	2.3	-3.3	0.7	3.4	3.5	11.8	95.0	Cc1ccc2nc(C)cc(NCCO)c2c1
3.2	-2.3	-0.9	44.7	0.0	0.8	4.1	-6.4	109.0	COc1ccc(-n2c(NNC(C)=O)nc3sc4c(c3c2=O)CCCC4)cc1
3.6	-10.5	-3.7	38.5	-1.0	4.6	-18.3	-5.8	101.0	CCOc1ccc(CNS(=O)(=O)c2ccc3c(c2)CC(=O)N3C)cc1
0.6	-6.7	-4.2	-14.7	7.8	-8.3	-6.4	-9.0	97.0	CCOC(=O)C1=C(O)/C(=C\c2cc(C)n(-c3ccccc3F)c2C)N=C1C
-1.9	-0.1	1.8	-4.0	0.4	9.0	3.9	26.0	103.0	Cc1ccc(OCC(=O)NNC(=O)C(=O)NC(C)(C)C)cc1
0.3	/	4.7	7.1	-0.7	-1.9	-10.6	-5.1	103.0	O=C(COc1ccc(S(=O)(=O)N2CCCC2)cc1)NCc1ccco1
4.4	/	-3.3	9.9	1.4	2.1	1.4	-4.8	94.0	COc1cccc(NC(=O)CSc2nc3ccccc3nc2N2CCOCC2)c1
-4.9	-1.7	-5.5	8.6	-0.6	9.9	-4.7	-13.8	101.0	NS(=O)(=O)c1ccc(N/N=C/c2cn(-c3ccccc3)nc2-c2cccs2)cc1
1.1	-1.4	3.3	/	2.8	6.9	/	4.5	/	CC(=O)c1c(C)[nH]c(C(=O)OCC(=O)NCCC2=CCCCC2)c1C
6.1	-8.4	-1.1	-6.2	2.1	-8.9	-2.0	24.9	107.0	Nn1c(COc2ccc(Cl)cc2)n[nH]c1=S
1.5	-1.7	-0.1	7.9	0.2	4.6	-11.6	-4.9	101.0	COc1cc(C(=O)NCc2nnc(SCC(=O)Nc3nc4ccccc4s3)o2)cc(OC)c1OC
0.5	-3.9	-1.9	-1.3	-1.8	0.2	-15.8	-13.5	98.0	CCc1ccc(Nc2cnn(-c3nc4ccccc4s3)c(=O)c2Cl)cc1
3.8	-6.7	6.7	27.7	2.1	-7.7	-3.5	-3.6	100.0	CCO[C@@H]1OC(C(=O)NCc2ccccc2)=C[C@H](c2ccc(C(F)(F)F)cc2)[C@H]1CCCO

IDE cell inh	GalR3 antagonist	IDE cell activ	PHOSPHO1 block	CRFR2-BP ag	M4 PAM	pCIP destab	CRFBP-R2 block	MEKK3 PB1 HTS	Molecule
3.0	/	-4.9	23.8	69.1*	0.1	-3.2	-20.1	101.0	Cc1ccc(S(=O)(=O)N[C@H](C(=O)Oc2ccc3c(C(F)(F)F)cc(=O)oc3c2)c2ccccc2)cc1
0.8	-5.5	6.3	41.1	0.2	-16.3	-16.7	-18.8	111.0	COc1ccc(-c2cc(C(=O)Nc3ccccc3O)c3ccccc3n2)cc1OC
1.2	-0.1	0.5	23.3	8.0	14.8	-18.1	1.8	101.0	Cc1ccc(-c2ccc(S(=O)(=O)Nc3cccnc3)cc2)cc1
-0.9	-5.1	-0.1	-46.2	-0.2	-4.1	-12.1	-20.2	99.0	CC1=C(C(=O)Nc2ccc(F)cc2)C(c2ccncc2)C2=C(CCCC2=O)N1 (stereo unspecified)
-4.0	-8.7	-2.3	32.5	-1.3	3.2	-6.1	1.0	95.0	COC(=O)c1ccc(/C=C2/C(=O)Oc3ccccc32)cc1
1.7	-3.0	3.4	41.4	-1.5	1.8	1.7	3.2	90.0	O=C(CN1CCOCC1)NCCNC(=O)CN1CCOCC1
1.8	-2.1	-0.9	/	0.9	-0.7	/	-0.8	/	O=C(NCc1nnnn1-c1ccc(F)c(F)c1)c1ccc2c(c1)OCO2
1.9	-6.1	5.5	42.1	-0.8	-8.7	-8.6	-3.7	102.0	CCCCn1c(=O)[nH]c(=O)c2c(C(=O)OCC)cc(-c3ccc(OC(F)F)cc3)nc21
-3.9	-4.7	3.4	16.0	-0.9	3.1	-7.4	-5.0	126.0*	CCOC(=O)C1CCN(C(=O)CCS(=O)(=O)c2ccc3c(c2)CCN3C(C)=O)CC1
3.9	-5.9	-4.6	-4.6	2.1	-2.5	-2.4	13.0	101.0	O=C(Nc1ccc(F)cc1)N1CCCC(c2nc3c(nnn3Cc3ccccc3Cl)c(=O)[nH]2)C1 (stereo unspecified)
12.2	-6.8	2.3	-6.1	1.6	2.7	-6.2	-0.3	98.0	CC(=O)c1ccc(N2CCN(C(=O)Cn3cnc(S(=O)(=O)N4CCCCC4)c3)CC2)cc1
1.9	2.4	-0.9	3.8	-4.6	9.3	-8.7	27.4	/	O=C(CN1C(=O)c2ccccc2C1=O)NCC(=O)OCC(=O)c1ccc(Br)cc1
0.1	-6.1	3.0	6.0	-3.6	0.8	3.4	-4.0	98.0	Nc1cc2c(cc1C(=O)c1ccccc1)OCCO2
2.7	-0.9	2.0	/	0.2	1.4	/	-4.4	/	COc1ccc2nc(SC(C)C(=O)NC3(C#N)CCCCC3)[nH]c2c1 (stereo unspecified)
4.0	-7.1	5.1	24.4	-0.3	1.1	-9.5	8.8	108.0	COc1ccc(CN(C)Cc2cc(=O)n3ccsc3n2)c(OC)c1OC

IDE cell inh	GalR3 antagonist	IDE cell activ	PHOSPHO1 block	CRFR2-BP ag	M4 PAM	pCIP destab	CRFBP-R2 block	MEKK3 PB1 HTS	Molecule
5.4	/	-3.7	32.5	-2.2	5.9	-12.7	-5.2	99.0	Cc1cccc(NS(=O)(=O)c2ccc(C)c(C(N)=O)c2)c1
0.2	-4.8	3.0	14.6	0.8	6.4	-5.7	-9.4	109.0	COc1ccc2oc(=O)c(-c3cn4ccc(C)cc4n3)cc2c1
-2.8	3.3	1.1	-0.6	-0.3	0.3	-5.0	9.4	97.0	CCOc1ccc(OCCN2C(=O)c3ccccc3C2=O)cc1
2.0	-6.4	-2.1	24.8	0.8	-1.7	-3.6	-5.4	97.0	Cc1c(Cl)cccc1S(=O)(=O)N1CCC(C(=O)NNC(=O)C2CC2)CC1
-0.1	-1.3	9.7	-13.2	-0.9	0.6	-14.8	-0.1	100.0	COc1ccc2[nH]c(C)c(CCN3C(=O)C4CC=CCC4C3=O)c2c1 (stereo unspecified)
-2.9	-5.5	-1.4	9.7	2.5	-1.3	-12.3	1.5	125.0*	C#CC(=O)N(c1ccc(OC)c(OC)c1)C(C(=O)NC1CCCC1)c1cccs1 (stereo unspecified)
-0.5	-10.1	-0.4	26.1	0.0	-5.9	-3.3	4.5	103.0	O=S(=O)(NCc1cccnc1)c1ccc2ccccc2c1
5.9	-6.5	4.5	-56.5	-0.3	-6.8	7.5	5.2	104.0	CCn1c2ccccc2c2nnc(SCCN3CCOCC3)nc21
-3.6	-3.7	4.3	0.9	0.5	11.2	-3.1	-11.1	97.0	N#CC(C(=O)Nc1cccc(Cl)c1)=C1Nc2ccccc2N1
1.1	-5.8	1.7	-3.4	1.9	-1.3	1.9	0.0	101.0	O=C(/C=C/c1ccccc1Cl)N(c1ccccn1)C1CCCCC1
-6.5	-2.0	5.8	-21.4	-1.0	-4.0	5.0	-25.8	105.0	CC(=O)Nc1ccc(NC(=O)C(C)OC(=O)C2(c3ccc(Cl)cc3)CCCC2)cc1 (stereo unspecified)
-2.6	1.0	7.8	-0.2	-0.6	-6.5	1.4	0.9	98.0	COCCNC(=O)CN(C)S(=O)(=O)c1ccc(Br)cc1
2.5	-2.9	1.2	-24.5	2.2	2.8	-6.0	7.8	128.0*	Cc1ccc(NC(=O)C(=O)NCCOc2ccc(Cl)cc2)c(C)c1
2.0	5.3	2.4	-4.6	24.5	-8.4	1.2	-72.5	98.0	CCN(CC)S(=O)(=O)c1ccc(NC(=O)C2c3ccccc3Oc3ccccc32)cc1
10.3	1.3	10.0	42.4	1.2	6.3	-6.2	-15.8	90.0	CCOc1ncccc1C(=O)NCc1ccccc1Cl

An excerpt from above in order of heavy-atom count, smallest number first.
IDE cell inh	GalR3 antagonist	IDE cell activ	PHOSPHO1 block	CRFR2-BP ag	M4 PAM	pCIP destab	CRFBP-R2 block	MEKK3 PB1 HTS	Molecule
5.4	/	-3.7	32.5	-2.2	5.9	-12.7	-5.2	99.0	Cc1cccc(NS(=O)(=O)c2ccc(C)c(C(N)=O)c2)c1
-3.6	-3.7	4.3	0.9	0.5	11.2	-3.1	-11.1	97.0	N#CC(C(=O)Nc1cccc(Cl)c1)=C1Nc2ccccc2N1
-2.8	3.3	1.1	-0.6	-0.3	0.3	-5.0	9.4	97.0	CCOc1ccc(OCCN2C(=O)c3ccccc3C2=O)cc1
-0.1	-1.3	9.7	-13.2	-0.9	0.6	-14.8	-0.1	100.0	COc1ccc2[nH]c(C)c(CCN3C(=O)C4CC=CCC4C3=O)c2c1 (stereo unspecified)
2.0	-6.4	-2.1	24.8	0.8	-1.7	-3.6	-5.4	97.0	Cc1c(Cl)cccc1S(=O)(=O)N1CCC(C(=O)NNC(=O)C2CC2)CC1

(listing goes on)
IDE cell inh	GalR3 antagonist	IDE cell activ	PHOSPHO1 block	CRFR2-BP ag	M4 PAM	pCIP destab	CRFBP-R2 block	MEKK3 PB1 HTS	Molecule
-0.2	-6.3	-1.2	-8.0	-0.4	-13.3	-16.7	-5.5	98.0	COc1ccccc1OCC(=O)c1[nH]c(C)c(C(C)=O)c1C
2.0	-3.5	-1.4	-5.3	-0.1	-1.2	-2.4	16.4	100.0	Nc1ncn(C23CC4CC(CC(C4)C2)C3)n1
-0.1	-7.4	6.6	22.5	-1.8	5.3	-3.4	14.7	82.0	O=C(N/N=C/c1ccc(O)c([N+](=O)[O-])c1)c1ccncc1
0.5	-7.3	0.5	36.4	-2.0	9.3	-5.6	-9.0	93.0	CC(C)(C)C(=O)NC1(C(F)(F)F)NC(=O)N(c2ccccc2F)C1=O (stereo unspecified)
-2.6	3.1	1.8	75.7*	-0.6	11.8	-10.5	67.0*	48.0*[inhibitor]	O=c1[nH]n2c(=O)c3c([nH]c2c1N=Nc1cccc(Cl)c1)CCCC3
1.7	-7.7	2.2	41.6	2.2	4.8	10.2	-3.6	104.0	Cc1nnc(SCC(=O)Nc2ccc(C(N)=O)cc2)n1-c1ccccc1
-1.3	6.6	2.3	/	0.3	-2.5	/	5.5	/	O=C(NNC(=O)c1ccc(=O)[nH]c1)c1ccc(NS(=O)(=O)c2cccs2)cc1
0.9	5.4	0.5	6.9	-0.3	-4.1	3.3	19.3	96.0	O=C(N/N=C/c1ccc2c(c1)OCO2)c1ccc(Cn2cc([N+](=O)[O-])cn2)o1
9.7	1.1	6.5	/	/	-4.1	/	/	/	Cc1ccc(C2CC(c3cccs3)=NN2C(=O)CSc2nc(=O)n3ccc(C)cc3n2)cc1 (stereo unspecified)
3.1	-2.1	1.2	1.7	0.9	-0.8	5.1	1.4	106.0	COc1ccc2[nH]c(=O)c(CN(CCCN(C)C)C(=O)Nc3ccccc3)cc2c1
/	-2.3	2.3	/	0.4	7.0	/	6.4	/	Cn1c(=O)c2c(ncn2CC(=O)OCC(=O)NCCc2ccccc2)n(C)c1=O
